M. tuberculosis GlmU – inhibition of mycobacterial GlmU enzyme – biochemical, glucosamine-1-phosphate acetyltransferase (AID 1376); M. tuberculosis GlmU acetyltransferase enzyme assay; higher % means a stronger effect; inhibition, %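 (tested at 30 µM in the primary screen)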; hits with a dose series show IC50 in µM; hit rate 0.25% among 220,000; in the data active = inhibition above about 13%;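 note: 0% = complete reaction with vehicle and 100% = reaction without substrate; strong numbers were not always called active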
RmlCD inh 1536 – blocks M. tuberculosis RmlC and RmlD coupled enzymes; RmlC+RmlD coupled enzyme assay, percent inhibition; primary screen in compound mixtures; inhibition, % at 3.6 µM; hit rate 0.03% among 160,000; in the data active = inhibition mostly above about 34%, no sharp cut-off; note: some results filed as inactive read as strong as hits
Target sequence (P9WH09 whole entry, looked up): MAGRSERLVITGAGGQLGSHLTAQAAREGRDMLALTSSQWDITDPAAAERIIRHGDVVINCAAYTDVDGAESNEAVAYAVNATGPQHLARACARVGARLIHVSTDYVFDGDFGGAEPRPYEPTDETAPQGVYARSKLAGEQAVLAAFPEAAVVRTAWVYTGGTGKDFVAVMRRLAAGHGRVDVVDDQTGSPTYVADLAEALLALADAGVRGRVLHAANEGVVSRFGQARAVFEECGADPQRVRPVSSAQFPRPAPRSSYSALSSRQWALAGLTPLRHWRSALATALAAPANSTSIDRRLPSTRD
Target sequence (P9WH11 whole entry, looked up): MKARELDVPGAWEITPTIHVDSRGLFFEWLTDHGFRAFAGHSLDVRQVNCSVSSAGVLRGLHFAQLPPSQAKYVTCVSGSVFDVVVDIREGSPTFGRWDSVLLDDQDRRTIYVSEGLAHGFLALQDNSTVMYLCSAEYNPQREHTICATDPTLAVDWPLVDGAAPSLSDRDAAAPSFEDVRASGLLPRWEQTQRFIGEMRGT
Active calls of the source: *; · = no result given.

The first 6 records, ahead of the listing:
SMILES | M. tuberculosis GlmU | RmlCD inh 1536
O=C(NCC(c1cccnc1)N1CCN(c2ccc(F)cc2)CC1)c1ccco1 (stereo unspecified) | -1.3% | ·
Cc1cc(C)cc(NC(=O)N2CCC(NC(=O)c3ccccc3C)CC2)c1 | 2.8% | ·
Cc1c(C(=O)NCc2ccccc2)oc2ccc(S(=O)(=O)N3CCC4(CC3)OCCO4)cc12 | 0.7% | 7
O=C(Nc1ccccc1)OCc1cncs1 | -2.2% | ·
S=c1[nH]nc(-c2cccnc2)n1/N=C/c1ccccc1 | -1.1% | 33
CC(C)Oc1ccc(C2CC(=O)N(c3cccc(Br)c3)C2=O)cc1 (stereo unspecified) | -1.7% | -6

The whole of this part, previewed entries included:
SMILES | M. tuberculosis GlmU | RmlCD inh 1536
O=C(NCC(c1cccnc1)N1CCN(c2ccc(F)cc2)CC1)c1ccco1 (stereo unspecified) | -1.3% | ·
Cc1cc(C)cc(NC(=O)N2CCC(NC(=O)c3ccccc3C)CC2)c1 | 2.8% | ·
Cc1c(C(=O)NCc2ccccc2)oc2ccc(S(=O)(=O)N3CCC4(CC3)OCCO4)cc12 | 0.7% | 7
O=C(Nc1ccccc1)OCc1cncs1 | -2.2% | ·
S=c1[nH]nc(-c2cccnc2)n1/N=C/c1ccccc1 | -1.1% | 33
CC(C)Oc1ccc(C2CC(=O)N(c3cccc(Br)c3)C2=O)cc1 (stereo unspecified) | -1.7% | -6
O=C(CSc1nnc(-c2ccc(Cl)cc2)n1-c1ccc(Cl)cc1)N/N=C/c1ccccc1C(=O)O | 2.8% | -5
O=C1CC(c2ccc(Cl)c(Cl)c2)CC(O)=C1C=NCCN1CCNCC1 (stereo unspecified) | -2.9% | -8
Cc1nn(CCc2n[nH]c(=S)n2-c2ccc(F)c(Cl)c2)c(C)c1[N+](=O)[O-] | -0.9% | ·
O=C(CN1CCN(Cc2cccc(Cl)c2)C1=O)NCc1cccs1 | 0.6% | 1
CC1(C)CC(=O)c2sc(NC(=O)C3CC3)nc2C1 | -0.4% | -12
CC1(C)Cc2c(c(=S)nc(-c3ccccc3)n2CCO)CO1 | -2.8% | ·
N/C(=N\OC(=O)C1CCCCC1)c1cccc([N+](=O)[O-])c1 | -3.2% | ·
CCOC(=O)CNC(=S)N(Cc1ccccc1)Cc1ccccc1F | 8.7% | -6
COC(=O)CSc1nnc(CNC(=O)Cc2ccccc2)n1-c1ccccc1OC | 1.0% | 11
CCOC(=O)c1c(C)[nH]c(C=C2C(=O)CCCC2=O)c1O | -0.4% | -6
c1ccc(Cn2ncc3c(NCc4ccco4)ncnc32)cc1 | -5.3% | ·
OCCn1c(SCCOc2ccccc2)nc2ccccc21 | -0.5% | 0
CCc1cccc(NC(=O)CCS(=O)(=O)c2cccc3nonc23)c1 | 0.2% | -1
O=C(O)c1cccc(S(=O)(=O)Nc2ccc(S(=O)(=O)N3CCOCC3)cc2)c1 | 3.5% | -11
CN(C)c1ccc(N=Cc2nc(-c3ccccc3)oc2OC(=O)c2ccccc2)cc1 | -4.9% | 3
Cc1cc(NC(=O)CCC(=O)N(c2ccccc2)C(C(=O)NCC2CCCO2)c2cccnc2)no1 (stereo unspecified) | 0.0% | ·
COc1ccc(CCNC(=O)CSc2nc3c(c(=O)n(C)c(=O)n3C)n2C)cc1OC | 3.6% | ·
Cc1cc(C)c(Cn2ncn(-c3ccc(Br)cc3)c2=O)c(C)c1 | -6.3% | 7
O=c1[nH]c(/C=C/c2ccccc2OC(F)F)nc2c1cnn2-c1ccccc1 | 8.9% | 4
Cc1cccc(OCCOc2ccc(/C=N/NC(=O)Cc3nnc(N)s3)cc2)c1 | 0.4% | -1
O=C(O)CCc1ccc(-c2ccc(F)cc2)n1NC(=O)c1ccco1 | -5.3% | -11
CC(=O)C1C(=O)CC(C)(O)C(C(C)=O)C1c1ccc(N(C)C)cc1 (stereo unspecified) | 2.4% | ·
CC(=O)CSc1nnc(C(F)(F)F)n1C | 5.0% | 5
CSc1nc2c(cc1C#N)C(=O)CC(C)(C)C2 | -1.7% | ·
CCC(NC(=O)c1ccccc1NC(=O)c1ccco1)C(=O)NC1CCCCC1 (stereo unspecified) | · | -11
CCO[C@@H]1OC(C(=O)N2CCN(Cc3ccccc3)CC2)=C[C@H](C)[C@H]1CCCO | -0.6% | ·
NC(=O)CC(NC(=O)Cc1ccc(Cl)cc1)c1ccc(NC2CCCCC2)c([N+](=O)[O-])c1 (stereo unspecified) | 0.5% | ·
CN1CCN(C(=O)/C=C/c2ccc([N+](=O)[O-])cc2)CC1 | 3.7% | ·
Cc1ccc(C(=O)NC2CCN(S(=O)(=O)c3ccc(C)cc3)CC2)cc1 | -4.0% | 0
CN1CCN(CCCNC(=O)c2cc3c(-c4ccc(Cl)cc4)nn(C)c3s2)CC1 | -9.0% | 2
COc1ccc(N=N/C(C(C)=O)=C(/C)O)cc1 | 1.6% | -7
C#CCOCCOCCOCCNc1nc(N2CCN(C(=O)[C@H]([C@@H](C)CC)n3cc(CCCCN)nn3)CC2)nc(N2CCN(C(=O)[C@H](C)n3cc(CCC(=O)O)nn3)CC2)n1 | -3.4% | ·
CCN(CC)P(=O)(c1nccn1C)N(CC)CC | 1.6% | 1
Cc1ccc(C)c(-n2ccnc2SCC(=O)O)c1 | -3.3% | ·
CCc1c(C(C)=O)oc2ccc3c(C)cc(=O)oc3c12 | -5.8% | ·
Cc1cc(=O)[nH]c(SCC(=O)Nc2ncc(S(=O)(=O)c3ccc([N+](=O)[O-])cc3)s2)n1 | 4.1% | -3
CCn1c2ccccc2c2cc(NC(=O)CNCC3CCCO3)ccc21 (stereo unspecified) | 2.1% | ·
O=C(CSc1nnnn1C1CCCC1)NCc1ccccc1 | 2.2% | 4
COc1ccc(S(=O)(=O)N2CCCC(C(=O)Nc3ccc(NC(=O)c4ccccn4)cc3)C2)cc1 (stereo unspecified) | 2.9% | 4
Cc1nn(-c2ccccc2)c2sc(C(=O)c3c(N)n(C)c(=O)n(C)c3=O)cc12 | -0.3% | ·
CCOc1ccc(NC(=O)CN(c2ccc(OC)cc2)S(C)(=O)=O)cc1 | -1.2% | ·
CCC(C)n1c(=N)c(C#N)cc2c(=O)n3cc(C)ccc3nc21 (stereo unspecified) | 8.9% | -11
Oc1nc(Nc2ccc(F)cc2)sc1/C=C1\C=Nc2ccccc21 | 3.3% | -1
CC(=O)N(Cc1cc(=O)[nH]c2ccccc12)c1ccccc1 | 1.5% | -4

Reformatted as labelled records: four of the compounds above
> CCC(NC(=O)c1ccccc1NC(=O)c1ccco1)C(=O)NC1CCCCC1 (stereo unspecified)
  M. tuberculosis GlmU: ·
  RmlCD inh 1536: -11
> CCO[C@@H]1OC(C(=O)N2CCN(Cc3ccccc3)CC2)=C[C@H](C)[C@H]1CCCO
  M. tuberculosis GlmU: -0.6%
  RmlCD inh 1536: ·
> NC(=O)CC(NC(=O)Cc1ccc(Cl)cc1)c1ccc(NC2CCCCC2)c([N+](=O)[O-])c1 (stereo unspecified)
  M. tuberculosis GlmU: 0.5%
  RmlCD inh 1536: ·
> CN1CCN(C(=O)/C=C/c2ccc([N+](=O)[O-])cc2)CC1
  M. tuberculosis GlmU: 3.7%
  RmlCD inh 1536: ·

The listing continues:
SMILES | M. tuberculosis GlmU | RmlCD inh 1536
CC1(C)CC(=O)C(N=Nc2ccc3ncsc3c2)=C(O)C1 | -1.4% | 6
CC1CN(c2ncc(/C=N/NC(=O)c3ccccc3O)s2)CC(C)O1 (stereo unspecified) | -1.2% | ·
Cc1ccc(N=Nc2c(=O)[nH]n3c(C)cc(C)nc23)cc1 | 1.1% | 21
O=C(NC(Cc1ccccc1)c1nc2ccccc2[nH]1)c1cccc([N+](=O)[O-])c1 (stereo unspecified) | -6.2% | 6
CCCCN(C)C1CCN(C(=S)Nc2cccc(OC)c2)CC1 | -1.2% | 8
CCOC(=O)CC(C(=O)OCC)P(=O)(c1ccccc1)c1ccccc1 (stereo unspecified) | 6.8% | -7
Cc1ccsc1C(=O)OCC(=O)Nc1c(C)n(C)n(-c2ccccc2)c1=O | 3.3% | ·
CSc1nsc(N/N=C/c2ccc3c(c2)OCO3)c1C#N | -1.2% | 6
CCOC(=O)Cc1csc(NC(=S)NC(=O)c2cc(OC)cc(OC)c2)n1 | 1.2% | -8
NC(=O)c1ccccc1NC(=O)CN1CCOCC1 | 6.5% | 13
N=C(N)SCc1cn2ccccc2n1 | 1.8% | ·
CCCCCCCN1C2=NCCN2c2ccccc21 | -11% | ·
C/C(=N\NC(=O)Cc1ccc(F)cc1)c1ccc(F)cc1 | 4.1% | 0
COc1ccc(OC)c(N=Cc2c(O)n(Cc3ccccc3)c(=S)[nH]c2=O)c1 | 0.1% | 2
CC1CCCCN1C(=O)CCS(=O)(=O)c1cccc2nonc12 (stereo unspecified) | -1.1% | -11
COc1ccc(-c2[nH]ncc2CN(C)CCCN2CCOCC2)cc1F | -0.7% | -13
CCc1cc(Br)ccc1NC(=O)C1CCCO1 (stereo unspecified) | 0.0% | 1
O=C(Nc1ccc(Cl)c(Cl)c1)Nc1cc(S(=O)(=O)N2CCOCC2)ccc1N1CCCC1 | -7.7% | -3
Cc1ccc(NCCCCO)cc1C | -0.5% | 47
Cc1ccc(C(=O)CC(C(=O)O)n2ccc(C)n2)cc1 (stereo unspecified) | -1.6% | ·
Cc1[nH]nc2c1C(c1ccc(O)cc1)C1=C(CC(C)(C)CC1=O)N2 (stereo unspecified) | -1.0% | ·
CN1CCN(S(=O)(=O)c2cccc(C(=O)Nc3sc4c(c3-c3nc5ccccc5[nH]3)CCCC4)c2)CC1 | -2.6% | ·
COc1cc(NC(=S)N2CCC(C(N)=O)CC2)c(OC)cc1Cl | 3.4% | -8
Cc1ccc(S(=O)(=O)CCC(=O)Nc2cccc([N+](=O)[O-])c2)cc1 | -6.6% | 6
CCN(CC)S(=O)(=O)c1c(OC)cc(C)c(Cl)c1C | 2.2% | 7
COc1cccc(-n2cc(CNCc3c(C(=O)N(C)C)nc4ccc(Cl)cn34)cn2)c1 | -1.1% | ·
C[C@@H]1C[C@@H]2OC(=O)[C@]3(C)[C@H]2[C@@H](OC3(C)O)[C@]2(C)C(=O)C=C[C@H]12 (stereo partly specified) | -2.5% | 16
Cc1cccc(-n2c(C)nc3ccccc3c2=O)n1 | 3.0% | ·
CCCCCCCCCCn1ccc(=N)cc1 | -9.1% | -16
O=C(Cn1cnc2c(cnn2-c2ccccc2)c1=O)Nc1cc(S(=O)(=O)N2CCOCC2)ccc1Cl | -1.9% | ·
CCCCNC(=O)C(=O)NCc1ccncc1 | 1.6% | 10
O=C(CC1S/C(=N/N=C/c2cccs2)NC1=O)Nc1ccc(Cl)c(Cl)c1 (stereo unspecified) | 3.9% | 107
O=C1CCCN1CCC1CCN(C(=O)Nc2ccccc2)CC1 | 2.5% | 6
N#CC(C#N)=C1C=CC=CN1/C(=C\c1ccco1)C(=O)c1ccc(Br)cc1 | 3.1% | -3
CCn1c(CNC(=O)c2ccccc2F)nnc1SCC(=O)NC1CCCCC1 | 3.4% | 2
Cc1[nH]c2ccccc2c1C(=O)C(=O)N1CC=C(c2ccccc2)CC1 | -8.6% | 31
COc1ccc(N2CC(O)=C(c3nc(-c4ccc(F)cc4)cs3)C2=N)cc1Cl | -4.1% | 3
Cc1cc(C(=O)COC(=O)C2=NNC(=O)CC2)c(C)n1-c1cccc(C(F)(F)F)c1 | 2.7% | ·
O=P(Nc1ccccc1Cl)(c1ccccc1)c1nc2c(s1)CCCC2 (stereo unspecified) | 7.9% | -10
O=C(NCC1OCCc2ccccc21)c1ccc(NC(=O)c2ccc(Cl)cc2Cl)cc1 (stereo unspecified) | 5.5% | -6
O=C1C=C(Nc2ccc(Cl)cc2)CC(c2ccco2)C1 (stereo unspecified) | 2.2% | ·
COc1ccc(C=O)cc1CSc1nnc(COc2cccc3cccnc23)o1 | -3.3% | ·
O=C(Nc1ccc(F)cc1)N1CCCN(c2nccc(C(F)(F)F)n2)CC1 | 3.8% | ·
CC(C)(C)NC(=O)C(=O)NNC(=O)c1cccc(F)c1 | -8.9% | ·
O=C1CCN(C(=O)C(Cl)Cl)N1 | 9.6% | 3
Cc1cnc(NC(=O)CSc2nnc(-c3ccccc3)o2)s1 | 3.7% | 0
COC(=O)c1oc2ccccc2c1NC(=O)CN1CCCC1 | -1.2% | -7
COc1ccc(Nc2cc(C(=O)NCCCN3CCN(C)CC3)c3ccccc3n2)cc1 | -2.3% | 7
c1ccc2[nH]c(CSc3nccs3)nc2c1 | 1.0% | 3
c1ccc(COn2nnc3ccccc32)c(COn2nnc3ccccc32)c1 | -4.7% | ·
The results go on:
SMILES | M. tuberculosis GlmU | RmlCD inh 1536
COc1ccc(CNCC(=O)N2CCC3(CC2)OCCO3)cc1 | -3.0% | 15
CC1=C(C(=O)OC(C)C)C(c2ccc(Br)s2)NC(=O)N1 (stereo unspecified) | -2.5% | ·
COc1ccccc1-c1nnc(SCC(=O)Nc2c(Cl)cccc2Cl)o1 | 9.6% | -7
CC(=C/c1ccco1)/C=N/N1CCN(c2ccccc2)CC1 | -0.9% | ·
CCN(CC)CCNC(=O)C1c2cc(OC)c(OC)cc2C(=O)N2CCc3ccccc3C12 (stereo unspecified) | · | -5
COc1ccc2cc3cc(C(=O)Nc4ccccc4N4CCN(C)CC4)oc3nc2c1 | -5.0% | -11
COC(=O)c1cc(NS(=O)(=O)c2ccc(NCc3cccnc3)c(N)c2)cc(C(=O)OC)c1 | 2.0% | 4
Nc1nc(Nc2ccccc2)nc(N2CCOCC2)c1[N+](=O)[O-] | 4.3% | 14
COc1ccc(-c2cc(C)nc3nc(N)nn23)cc1 | 4.7% | 0
CC1CCN(C(=O)CN(c2ccc(Oc3ccccc3)cc2)S(C)(=O)=O)CC1 | -1.2% | -7
COc1cc(C(C#N)N2CCOCC2)ccc1O (stereo unspecified) | -10% | -3
CCOC(=O)Cc1csc(NC(=O)/C=C/c2ccc(Cl)cc2)n1 | 2.7% | ·

These rows are one share of the data; the hit share may differ from the screen's.
